# NOD1 NF-kB reporter – inhibition of NOD1-driven NF-kB reporter – cell-based, luminescence, uHTS, primary screen (AID 1578). NOD1-driven NF-kB luciferase reporter cells, luminescence; higher % means a stronger effect. inhibition, % at 4 µM, or EC50 in µM where a hit was titrated. actives 1% (n = 290,000); in the data active = inhibition mostly above about 36%, no sharp cut-off; inactive = mostly below about 34%;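 also: HEK-293T reporter cells stimulated with the NOD1 agonist gamma-tri-DAP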
# GPR35 arrestin U2OS – inhibition of zaprinast-stimulated GPR35 beta-arrestin translocation – imaging, U2OS, beta-arrestin-GFP, zaprinast agonist, primary screen (AID 2058). U2OS GPR35 beta-arrestin-GFP translocation imaging, zaprinast antagonism; higher % means a stronger effect. inhibition, % at 10 µM, or IC50 in µM where a hit was titrated. actives 0.052% (n = 290,000);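 active = inhibition of at least 50% with at least 30 cells and total cytoplasm GFP at most 10,000,000; inconclusive = under 30 cells or total GFP of 10,000,000 plus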
# HIV fusion peptide – cell-free HIV fusion peptide-binding blockers – biochemical, uHTS, fluorescence dequenching, primary screen (AID 1986); one-dose inhibition, % at 20 µM; IC50 in µM for titrated hits; actives 0.3% (n = 290,000); cell-free peptide binding, fluorescence dequenching, 30 min; higher % means a stronger effect; in the data active = inhibition mostly above about 52%, no sharp cut-off; inactive = mostly below about 76%; also: some results filed as inactive read as strong as hits
# GPR55 beta-arrestin – selective activators of receptor GPR55 – imaging, U2OS cells, beta-arrestin-GFP redistribution, primary screen (AID 1961) | U2OS GPR55 beta-arrestin-GFP redistribution imaging; higher % means a stronger effect | actives 0.048% (n = 290,000) | activation, % at 10 µM, or EC50 in µM where a hit was titrated;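 active = activation above 40% with more than 50 cells counted in the well; inconclusive = wells holding fewer than 50 cells, flagged as toxic or sparse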;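 also: U2OS osteosarcoma cells stably expressing GPR55 and beta-arrestin-GFP; plate controls were DMSO negative control for no effect and LPI positive control for full effect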
# KOR beta-arrestin-1 – kappa opioid receptor blockers – cell-based, luminescence, uHTS (AID 1778); KOR beta-arrestin recruitment, luminescence, antagonist mode; higher % means a stronger effect; inhibition, % at 10 µM; hits with a dose series show IC50 in µM; actives 0.091% (n = 290,000); in the data active = inhibition above about 50%; also: strong numbers were not always called active
# GPR55 antagonists – inhibition of LPI-stimulated GPR55 beta-arrestin translocation – imaging, U2OS, beta-arrestin-GFP, LPI agonist, primary screen (AID 2013) | U2OS GPR55 beta-arrestin-GFP translocation imaging, LPI antagonism; higher % means a stronger effect | inhibition, % at 10 µM, or IC50 in µM where a hit was titrated | actives 0.13% (n = 290,000);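 active = spots per cell inhibited over 60%, with over 100 cells counted and total cytoplasm intensity under 500,000; inconclusive = wells with under 100 cells, flagged as likely toxic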;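 also: U2OS cells stably carrying GPR55 and arrestin-GFP stimulated by 5 µM LPI near EC80; imaged beta-arrestin-GFP aggregate spots per cell after agonist stimulation; plate controls were LPI-stimulated DMSO wells for no effect and DMSO wells without LPI for full effect; some results filed as inactive read as strong as hits; confirmed hits need IC50 under 10 µM and bright autofluorescent wells are also inconclusive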
# KOR beta-arrestin-2 – kappa opioid receptor activators – cell-based, luminescence, uHTS, primary screen (AID 1777); KOR beta-arrestin recruitment, luminescence; higher % means a stronger effect; one-dose activation, % at 10 µM; EC50 in µM for titrated hits; actives 0.02% (n = 280,000); in the data active = activation above about 50%, passing the limit was not always enough; also: a part of the inactive calls stands beside numbers as strong as those of hits
# AID2073 – disruptors of CaV2.2 binding to Mint1 – biochemical, HTRF (AID 2073); HTRF protein-protein interaction, Mint1-CaV2.2; higher % means a stronger effect; one-dose inhibition, % at 20 µM; IC50 in µM for titrated hits; actives 0.19% (n = 290,000); in the data active = inhibition mostly above about 51%, no sharp cut-off; inconclusive = no clear call, values can overlap the other calls; inactive = mostly below about 53%; also: some results filed as inactive read as strong as hits
# Siah-1 displacement – blockers of Siah-1 interaction with plectin peptide – biochemical, fluorescence polarization, rhodamine-plectin, uHTS, primary screen (AID 1817); actives 0.02% (n = 290,000); displacement, % at 20 µM; hits with a dose series show IC50 in µM; Siah-1 / rhodamine-plectin peptide fluorescence polarization; higher % means a stronger effect;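 active = displacement of at least 50% at 20 µM, with a fluorescence ratio check between 0.3 and a set limit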;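 also: plate controls were Siah plus tracer with DMSO for no effect and tracer alone without Siah for full effect; strong numbers were not always called active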
# Starred values were filed as active, the others as inactive; ? = inconclusive; . = not tested or not shown; [ ] = another dose, or the depositor's remark. The list is partial; count on the stated rates, not on these rows.
entry	canonical_smiles	NOD1 NF-kB reporter	GPR35 arrestin U2OS	HIV fusion peptide	GPR55 beta-arrestin	KOR beta-arrestin-1
1	CC(C)(C)NC(=O)COc1ccc(-c2ccccc2)cc1	-25.3%	-17.0%	-3.0%	0.2%	-45.2%
2	COc1ccc(-n2nc([N+](=O)[O-])c(=NCCC3=CCCCC3)n2O)cc1	-48.6%	-3.7%	-5.0%	0.2%	3.1%
3	N#Cc1nc(COc2ccccc2)oc1N1CCN(Cc2ccccc2)CC1	-35.8%	7.7%	-1.3%	-0.1%	43.8%
4	CC(=O)c1c(C)[nH]c(C(=O)COC(=O)CCSc2ccccc2)c1C	-11.7%	-4.5%	2.4%	-0.1%	8.5%
5	COc1ccc(CNC(=O)CSc2nc3ccccc3n2C(C)=O)cc1	-26.3%	1.7%	-0.1%	-0.2%	5.4%[20 µM]
6	O=C(NCc1cccnc1)C1CC(c2ccccc2O)=NO1 (configuration not stated)	-26.4%	13.8%	0.5%	-0.1%	9.9%
7	CN1/C(=C\C(=O)c2oc3ccccc3c2N)C(C)(C)c2ccccc21	67.9%	-2.6%	-0.5%	0.3%	7.0%
8	Cc1ccc(S(=O)(=O)NCCC(=O)OCC(=O)Nc2ccccc2Cl)cc1	-58.1%	-2.8%	1.5%	-0.1%	-16.7%
9	CCOc1ccc2cc(C#N)c(SCC(=O)OC)nc2c1	-88.8%	2.4%	6.1%	0.2%	12.7%
10	CC(=O)C1=C(c2ccccc2)NC(=O)NC1c1ccccc1OCC(=O)Nc1ccccc1 (configuration not stated)	-16.3%	-6.4%	-2.3%	-0.1%	5.5%
11	CCCCCCCCC(=O)N/N=C/c1cccc(Br)c1	27.4%	9.1%	-3.2%	-0.1%	-24.5%
12	Cc1nn(CC(=O)Nc2nnc(C(C)C)s2)c(=O)c2ccccc12	-29.8%	4.8%	1.0%	0.5%	-42.1%[20 µM]
13	COC(=O)c1ccc(Oc2nc(N(C)C)nc(N3CCOCC3)n2)cc1	17.0%	-7.7%	-2.8%	-0.1%	3.2%
14	CC(C)CCNC(=O)c1cc2c(=O)[nH]c3ccccc3c2s1	1.2%	-4.5%	1.1%	0.0%	21.4%
15	Cc1nc(-c2cccc(S(=O)(=O)N3CC(C)OC(C)C3)c2)cs1 (configuration not stated)	-4.9%	23.9%	-0.2%	-0.3%	-4.5%

entry	GPR55 antagonists	KOR beta-arrestin-2	AID2073	Siah-1 displacement
1	-7.1%	1.0%	-4.5%	-2.4%
2	-7.1%	-2.7%	-16.6%	-1.9%
3	-1.2%	-4.4%	1.9%	1.8%
4	22.2%	0.5%	44.3%	8.9%
5	-12.4%	-4.2%	4.9%	10.9%
6	-9.6%	-6.7%	19.3%	-3.4%
7	-6.1%	-0.6%	-6.5%	0.4%
8	7.6%	-3.7%	3.0%	2.6%
9	-3.2%	14.4%	?	-0.5%
10	-10.9%	-4.6%	-7.1%	10.1%
11	-11.0%	-2.0%	-9.9%	-0.2%
12	6.7%	.	2.2%	-1.1%
13	-9.0%	10.1%	-3.9%	-1.7%
14	0.2%	-3.7%	23.7%	0.8%
15	11.5%	3.3%	-0.6%	2.9%

entry	canonical_smiles	NOD1 NF-kB reporter	GPR35 arrestin U2OS	HIV fusion peptide	GPR55 beta-arrestin	KOR beta-arrestin-1
16	O=C(NC1CCCCC1)N1CCCCCC1	-8.3%	18.4%	-1.3%	0.1%	5.8%
17	Cc1ccccc1CSCCNC(=O)CN(c1ccc2c(c1)OCO2)S(C)(=O)=O	-21.4%	-5.7%	-2.2%	-0.1%	24.7%
18	CC1(C)CC2CC(C)(CN2C(=O)COc2cccc3ccccc23)C1 (configuration not stated)	-33.5%	-12.3%	0.9%	-0.1%	-11.1%
19	O=C1CN(c2nc(-c3ccccc3)c3cc(Cl)ccc3n2)c2ccccc2N1	-30.2%	-4.0%	-1.2%	-0.4%	11.7%
20	Cc1ccnc(OC(C(=O)O)C(OCc2ccccc2)(c2ccccc2)c2ccc(C(F)(F)F)cc2)n1 (configuration not stated)	11.3%	9.5%	24.7%	0.4%	11.7%
21	CC1(C(=O)Nc2cccc(S(=O)(=O)N3CCOCC3)c2)Cc2ccccc2C(=O)O1 (configuration not stated)	-24.9%	6.8%	0.5%	-0.6%	-10.3%
22	CCOC(=O)Cc1nn2c(=O)cc(C)nc2s1	-8.7%	-15.6%	-1.1%	-0.3%	13.9%
23	CCC1c2ccc(C)n2CCN1C(=O)Nc1ccc(F)cc1 (configuration not stated)	-31.1%	20.1%	-0.3%	0.3%	-13.7%
24	COc1ccc(S(=O)(=O)NC2CCCC2)cc1C(N)=O	-16.7%	-9.4%	1.2%	-0.1%	37.1%
25	Cc1nnc(SCC2=C(C(=O)O)N3C(=O)C(NC(=O)c4cccc(F)c4F)C3SC2)s1 (configuration not stated)	-23.2%	2.1%	30.1%	0.5%	5.5%
26	COc1ccc(OCCNC(=O)c2ccccc2OCC(=O)N2CCCCC2)cc1	-29.1%	-2.4%	2.4%	-0.1%	36.6%
27	Cc1ccccc1OCC(=O)Nc1sc(C(=O)Nc2cccc(C)c2C)c(C)c1C#N	-3.5%	-0.8%	-3.7%	-0.1%	-23.4%
28	COCc1nnc(NC(=O)c2ccc(S(=O)(=O)N(C)Cc3ccccc3)cc2)o1	8.5%	-10.8%	5.2%	-0.3%	-33.8%
29	Cc1ccccc1/C=N/n1c(-c2cc(-c3ccccc3)n[nH]2)n[nH]c1=S	-2.6%	11.0%	-1.8%	0.0%	-49.5%
30	Cc1cc(OCC#N)nc(N)n1	-17.2%	10.9%	-0.3%	-0.1%	-21.4%[20 µM]

entry	GPR55 antagonists	KOR beta-arrestin-2	AID2073	Siah-1 displacement
16	18.2%	-1.1%	-10.3%	-0.7%
17	-7.1%	-1.8%	-9.5%	-1.4%
18	14.8%	-3.3%	-0.7%	2.9%
19	8.8%	-3.2%	22.4%	0.1%
20	21.2%	0.4%	2.5%	7.3%
21	-3.9%	-2.9%	3.4%	3.5%
22	3.4%	-3.4%	-9.8%	4.9%
23	10.6%	-4.3%	17.8%	6.5%
24	3.4%	-4.0%	-3.2%	2.3%
25	8.0%	7.6%	14.8%	2.8%
26	-0.9%	-0.5%	-0.6%	-0.2%
27	14.1%	0.8%	15.6%	-3.0%
28	-4.3%	3.4%	7.5%	-1.7%
29	8.8%	0.0%	-31.9%	-7.5%
30	1.2%	.	-2.2%	7.4%

# Among those listed so far, these contain a COOH group:
entry	canonical_smiles	NOD1 NF-kB reporter	GPR35 arrestin U2OS	HIV fusion peptide	GPR55 beta-arrestin	KOR beta-arrestin-1
20	Cc1ccnc(OC(C(=O)O)C(OCc2ccccc2)(c2ccccc2)c2ccc(C(F)(F)F)cc2)n1 (configuration not stated)	11.3%	9.5%	24.7%	0.4%	11.7%
25	Cc1nnc(SCC2=C(C(=O)O)N3C(=O)C(NC(=O)c4cccc(F)c4F)C3SC2)s1 (configuration not stated)	-23.2%	2.1%	30.1%	0.5%	5.5%

entry	GPR55 antagonists	KOR beta-arrestin-2	AID2073	Siah-1 displacement
20	21.2%	0.4%	2.5%	7.3%
25	8.0%	7.6%	14.8%	2.8%

# Following part
entry	canonical_smiles	NOD1 NF-kB reporter	GPR35 arrestin U2OS	HIV fusion peptide	GPR55 beta-arrestin	KOR beta-arrestin-1
31	C[N+]12CCCCC1C(COC(=O)c1ccc3c(c1)OCO3)CCC2 (configuration not stated)	21.2%	7.1%	-4.2%	-0.2%	-48.6%
32	COc1ccc(CCNC(=O)CCS(=O)(=O)c2ccc3c(c2)NC(=O)CO3)cc1OC	-4.9%	4.8%	0.8%	-0.2%	-5.6%
33	Cc1cccc(NC(=O)CSc2ncnc3c2oc2ccccc23)c1	14.7%	-6.3%	0.7%	-0.2%	-9.8%
34	O=C(NCC1CCCO1)c1ccccc1 (configuration not stated)	18.3%	2.0%	-1.5%	-0.4%	9.5%
35	Cc1ccc(S(=O)(=O)N2CCOCC2)cc1C(=O)Nc1c(C)n(C)n(-c2ccccc2)c1=O	-23.2%	-5.5%	3.4%	0.1%	-5.9%
36	CC1CCN(C(=O)CSCc2ccc(Cl)cc2)CC1	-38.7%	16.4%	-0.9%	-0.1%	-3.9%
37	CCn1c(=O)n(CC(=O)N2CCN(c3ccccc3F)CC2)c(=O)c2ccccc21	22.1%	1.5%	0.6%	-0.1%	-38.5%
38	CCS(=O)(=O)N1CCC(C(=O)Oc2ccc(C(=O)OC)cc2)CC1	-25.8%	-7.1%	1.4%	-0.3%	-9.8%
39	CCOc1ccc(NC(=O)c2cn(-c3ccc(OCC)cc3)c(=O)c3cc(OC)c(OC)cc23)cc1	15.3%	13.9%	-0.5%	-0.1%	16.5%
40	CCOc1ccc(CNC(=O)c2ccc(Sc3ccc(Cl)cc3)c(NC(C)=O)c2)cc1	10.2%	3.6%	3.6%	0.1%	25.7%
41	O=C(NNS(=O)(=O)c1ccccc1C(F)(F)F)c1cccc(S(=O)(=O)Nc2ccccc2Cl)c1	-9.4%	-1.4%	8.2%	-0.3%	0.7%
42	CC1CCCCN1CCNC(=O)C1CCN(S(=O)(=O)c2cccc3nsnc23)CC1 (configuration not stated)	-26.5%	-12.7%	-1.3%	0.3%	28.8%
43	Cc1cc(C)nc(N(C#N)Cc2ccc([N+](=O)[O-])cc2)n1	-27.6%	15.1%	1.2%	-0.1%	24.1%[20 µM]
44	CC1Cc2ccccc2N1C(=O)c1cnc2sccn2c1=O (configuration not stated)	-5.5%	-9.5%	0.4%	0.3%	-47.0%
45	COCCN=C1NN=C(c2ccc(C)c([N+](=O)[O-])c2)CS1	-29.5%	-7.1%	0.2%	-0.2%	14.7%

entry	GPR55 antagonists	KOR beta-arrestin-2	AID2073	Siah-1 displacement
31	3.8%	-7.7%	-9.0%	-5.9%
32	3.5%	8.0%	0.7%	-0.9%
33	-4.5%	-7.5%	16.1%	1.0%
34	1.2%	-3.5%	1.5%	-4.6%
35	1.1%	17.4%	2.3%	0.8%
36	1.2%	-2.5%	-6.3%	-0.7%
37	1.4%	12.1%	17.1%	1.3%
38	-1.5%	-2.2%	-3.2%	4.0%
39	-9.4%	-0.1%	7.1%	-2.7%
40	?	5.7%	7.8%	1.8%
41	10.2%	-0.3%	0.2%	1.1%
42	7.3%	-7.8%	4.8%	4.4%
43	11.1%	.	44.3%	-3.1%
44	-14.5%	-3.1%	2.3%	-1.8%
45	7.1%	-2.3%	10.8%	8.0%

# Screening data: PubChem BioAssay, Sanford-Burnham Center for Chemical Genomics
